# Screening data from PubChem BioAssay.
# TDP1 cell CPT: growth inhibition of DT40 Tdp1-/-;hTDP1 cells with camptothecin (screen for TDP1 inhibitors); 420,000 compounds, 12% hits; AID 686979; chicken DT40 Tdp1-/-;hTDP1 cells + 20 nM CPT, ATP luminescence, 48 h; Potency, µM (top dose mostly 46.2 µM), inactives show at the highest dose activity change, negative = growth inhibition, hits mostly inhibitors; also: nearly all actives have a fitted effect of over 55% in size
#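 Chicken DT40 Tdp1-/- cells complemented with human TDP1, 400 cells/well, exposed to compounds plus 20 nM camptothecin for at least 48 h at 37 C; viability read as ATP content by CellTiter-Glo luminescence.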
# FEN1 inhibitor: blocks human flap endonuclease 1; P39748; Recombinant FEN1 flap cleavage, fluorescence, 15 min; Potency, µM (doses to about 114 µM), for the others: at the top dose activity change, negative = inhibition, actives largely listed as inhibitors; 390,000 compounds, 0.35% hits; AID 588795; also: nearly all actives have a fitted effect of over 65% in size
# Target sequence (P39748 whole entry, looked up): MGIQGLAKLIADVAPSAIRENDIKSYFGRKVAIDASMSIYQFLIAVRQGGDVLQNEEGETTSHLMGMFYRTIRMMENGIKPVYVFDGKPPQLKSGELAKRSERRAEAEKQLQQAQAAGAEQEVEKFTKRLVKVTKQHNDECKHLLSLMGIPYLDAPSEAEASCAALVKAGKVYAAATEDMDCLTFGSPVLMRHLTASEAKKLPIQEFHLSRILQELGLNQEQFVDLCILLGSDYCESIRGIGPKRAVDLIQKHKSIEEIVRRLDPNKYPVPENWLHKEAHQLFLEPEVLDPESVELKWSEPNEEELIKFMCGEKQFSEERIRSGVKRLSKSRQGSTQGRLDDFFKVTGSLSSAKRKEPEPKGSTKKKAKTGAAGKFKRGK
#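 Steps: FEN1 (10 nM) dispensed; compound added by pin tool; 15 min at room temperature; substrate added to 50 nM final; reads at 0 min and 15 min; data normalized and fitted (four-parameter Hill).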
# N370S GC mod: inhibitors or activators of N370S glucocerebrosidase for Gaucher disease. N370S GC spleen homogenate, 4MU-glucoside fluorescence. Potency, µM (series often up to 59.4 µM), for the others: at the highest dose activity change, negative = inhibition, actives largely listed as inhibitors. 330,000 compounds, 0.092% hits. AID 2101;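 also: 0% = full enzyme activity and -100% = no enzyme basal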
# Starred values were filed as active, the others as inactive; u = inconclusive; x = no result given; & = joins results of further samples; [ ] = another dose, or the depositor's remark. Calls follow the shape of the dose curve; as a rule, active = well fitted curve in the direction sought with a large enough effect; inconclusive = small, poorly fitted or top-dose-only effect, or another doubt; inactive = no such curve, though single readings can be large; an effect the other way counts as inactive or inconclusive. Unless noted, % is scaled to controls: 0 for no effect and ±100 for the full control effect; potency is read from the fitted curve at half-maximal effect. An excerpt, so the mix of outcomes need not match the whole.
canonical_smiles	TDP1 cell CPT	FEN1 inhibitor	N370S GC mod
COc1cc(NC(=O)CCNC(=O)Cn2ccc3ccccc3c2=O)cc(OC)c1OC	12%&6%	5%&17%	-4%
CC(=O)c1cccc(NS(=O)(=O)N2CCOCC2)c1	-2%	-2%	-17%
O=C(NCCc1c[nH]c2ccccc12)/C(=C\c1cccnc1)NC(=O)c1ccco1	-1%	-6%	-8%
CCOC(=O)c1cnc2c(C)c(C)ccc2c1Nc1ccc(S(=O)(=O)Nc2ncccn2)cc1	3%	1%	2%
O=C(Nc1cc(S(=O)(=O)Nc2ccccc2Cl)ccc1O)c1cc2c(s1)CCCC2	-16%	14%	2%
CCOc1ccc2cc(S(=O)(=O)N3CCCCC3)ccc2c1	29µM*	-18%	5%
C1CCN(c2nc3nonc3nc2NCC2CCOCC2)CC1	-7%	18%	2%
CCOc1ccc(C(=O)Nc2nnc(S(=O)(=O)N(C)Cc3ccco3)s2)cc1	-8%	19%	-1%
COc1ccccc1C(=O)OCC(=O)NC(=O)NC1CCCCC1	-25%	-7%	3%
Clc1ccc2nc(CSc3ccccc3)cn2c1	-4%	-3%	4%
CC(C)c1ccc(NS(=O)(=O)c2ccc3[nH]cc(C(=O)NCC4CCCO4)c(=O)c3c2)cc1 (stereo not drawn)	-1%	1%	x
COc1cc(OC)cc(-n2c(=O)[nH]c3cc(C(=O)NCCc4ccc(C)cc4)ccc3c2=O)c1	-16%	5%	x
CN(Cc1ccco1)c1nc(-c2cccc(C#N)c2)nc2ccccc12	u	x	10%
O=S(=O)(c1ccccc1)c1nc(-c2ccccc2)oc1N1CCCCC1	u	-2%	25%
CNCCCOc1cc2nc(N3CCCN(C)CC3)nc(NC3CCN(C)CC3)c2cc1OC	u	22µM*	x
O=C(N/N=C/c1ccc[nH]1)c1cccnc1	15µM*	-10%	-8%
C[C@@H](C(=O)NCc1ccccn1)[C@@H]1C[C@@]1(C)[C@@H](NC(=O)OCc1ccccc1)c1ccccc1	23µM*	12%	13%&8%
Cc1nc2ccc(NS(=O)(=O)c3cccc([N+](=O)[O-])c3)cc2s1	18µM*	12%	x
COc1ccc2c(c1)cc1n2CCN=C1N	-3%	-3%	-1%
O=c1onc(-c2ccccc2Cl)n1-c1ccccc1Cl	-3%	-1%	x

# Compound profiles, from the list above. Screens in order: TDP1 cell CPT, FEN1 inhibitor, N370S GC mod
# CCOC(=O)c1cnc2c(C)c(C)ccc2c1Nc1ccc(S(=O)(=O)Nc2ncccn2)cc1 as listed: 3%, 1%, 2%
# C[C@@H](C(=O)NCc1ccccn1)[C@@H]1C[C@@]1(C)[C@@H](NC(=O)OCc1ccccc1)c1ccccc1 as listed: 23µM*, 12%, 13%&8%

# The main list resumes, repeating the 2 entries before the break.
canonical_smiles	TDP1 cell CPT	FEN1 inhibitor	N370S GC mod
COc1ccc2c(c1)cc1n2CCN=C1N	-3%	-3%	-1%
O=c1onc(-c2ccccc2Cl)n1-c1ccccc1Cl	-3%	-1%	x
CC(C)c1ccc(CN2CCN(S(=O)(=O)c3ccc(Cl)s3)CC2)cc1	u	1%	x
CC(C)c1ccc(NC(=O)Cc2c(C(=O)O)n(C)c3ccccc23)cc1	3%	0%	2%
COC(=O)CCNC(=O)c1ccc2nc(Cc3ccc(OC)cc3)oc2c1	-10%	-4%	x
COc1cccc(OC)c1OCCCNC1CCCC1	-24%	13%	-3%
CCC1CN(C(=O)N2CCC(C(=O)N3CCN(c4cc(C)ccc4C)CC3)CC2)c2ccccc2O1 (stereo not drawn)	16µM*	2%	x
Cc1cc(C)c2nc(N3CCC(C(=O)N4CCCC4)CC3)sc2c1	u	6%	-11%
CCOC(=O)c1c(N2CCN(c3ccccc3)CC2)cc(C)nc1C	u	-15%	-1%
CCc1nnc(NC(=O)CSc2nnnn2-c2cccc(C(C)=O)c2)s1	-14%	-7%	10%
CC(=O)c1cccc(N(CC(=O)NC2CCCCC2)C(=O)CCC(=O)Nc2nc(C)cs2)c1	-7%	0%	-10%
Cn1c(CSCc2ccc(Cl)cc2)n[nH]c1=S	26%	10%	1%
CC1=C(C(=O)NCCCOC(C)C)C2(CCC(C)CC2)OC1=O (stereo not drawn)	2%	-3%	-14%
CCn1c(=S)sc2c(=O)n(CC(=O)Nc3cc(OC)ccc3OC)c(C)nc21	u	0%	-2%
CCOc1ccc(S(=O)(=O)N(CC(=O)NCCc2ccc(OC)cc2)c2ccccc2)cc1	-5%	19%	x
CCN(CC)CCCn1c(=S)[nH]c2ccccc2c1=O	17%	3%	-1%
Clc1cccc(OCCn2cncn2)c1Cl	-18%	8%	6%
O=C(O)c1ccc(S(=O)(=O)c2ccc(Sc3ccc(C(=O)O)c(C(=O)O)c3)cc2)cc1	-4%	2%	-14%
CCOc1ccccc1N1CC(C(=O)Nc2ccccc2N2CCCC2)CC1=O (stereo not drawn)	-16%	-1%	17%
COc1ccc(C(=O)N2CCC3(CCCN(Cc4ccccc4OC)C3)CC2)cc1	0%	x	-4%
Cc1cc(C(F)(F)F)nn1CC(=O)NNC(=S)Nc1ccc(Cl)cc1	4%	0%	1%
CCC(=O)N1CCc2cc(S(=O)(=O)NC(Cc3ccccc3)C(=O)NC3CCCC3)ccc21 (stereo not drawn)	-23%	13%	18%
CS(=O)(=O)N1CCN(c2ccc([N+](=O)[O-])c(SCc3ccco3)c2)CC1	u	-12%	-8%
COc1ccc(-c2nc(NC(=O)c3ccc(OCC(=O)N4CCOCC4)c(OC)c3)sc2C)cc1	23µM*	13%	u
CCCC(=O)Nc1nnc(-c2ccc3c(c2)OCCO3)o1	8%	-5%	-17%
COc1ccc(CSCC(=O)NCCC(C)C)cc1	-7%	-7%	4%
Cn1cccc1Cc1nnc(SCC(=O)N2CCc3ccccc32)n1-c1ccc(F)cc1	u	5%	5%
CCSc1nc2ccccc2n1C(=O)/C=C\c1ccc(OC)c(OC)c1	4.6µM*	-5%	6%
CN(C)S(=O)(=O)c1ccc(NC(=O)CN2C(=O)NC3(CCCC3)C2=O)cc1	-11%	-3%	-3%
Cc1cc(C)cc(C(=O)N2CCN(Cc3ccc4c(c3)OCO4)CC2)c1	7%	1%	-4%
Cc1cccc(N2CCN(c3ccc4cc(S(=O)(=O)N5CCC(C)CC5)ccc4n3)CC2C)c1 (stereo not drawn)	-17%	16%	x
CC(C)c1nc2oc3c(NCC4CCCO4)ncnc3c2c2c1COC(C)(C)C2 (stereo not drawn)	u	4%	-14%
COCCCNC(=O)Cn1cc(/C=C(\C#N)C(=O)NC2CCCC2)c2ccccc21	-3%	7%	-11%
Cc1ccc(NC(=O)c2c(C)nn(-c3ccccc3)c2Cl)c(C)c1	u	-2%	12%
CC(=O)c1ccc(NC(=O)C2CCCN2S(=O)(=O)c2cccs2)cc1 (stereo not drawn)	u	1%	1%
O=C(CCc1nnc(-c2ccc3c(c2)OCO3)o1)N(Cc1ccncc1)CC1CCCO1 (stereo not drawn)	6%	19%	4%
CC1(C(=O)N2CCC(CC3CC(c4ccc(Cl)cc4)=NO3)(C(=O)NCC3CCCCC3)CC2)CC1 (stereo not drawn)	u	6%	-5%
c1ccc(-c2nc3ccccc3s2)nc1	-9%&10%	-11%&8%	-3%&8%
O=C(O)/C(=C\c1ccco1)NC(=O)c1cccc2ccccc12	-16%	-24%	0%
COc1cc(CSc2nnnn2-c2ccc(C)cc2)cc(OC)c1OC	5.8µM*	4%	9%
COc1cccc(CNC(=O)CC2Sc3ccccc3NC2=O)c1 (stereo not drawn)	7%	-3%	12%
Cc1ccc(C(=O)Oc2ccccc2N2C(=O)C3CCCCC3C2=O)cc1 (stereo not drawn)	-3%	-9%	10%
COc1ccc(OC)c(C(=O)CC2OC(=O)c3ccccc32)c1 (stereo not drawn)	-14%	11%	1%[2.35 µM]
Nc1c(C(=O)c2ccc(Cl)cc2)sc2nsc(SCCN3CCOCC3)c12	4.6µM*	-11%	7%
Cc1cccc(NC(=O)c2ccc(-n3c(C)nnc3C)cc2)c1	4%	-1%	x
CC(OC(=O)c1ccco1)C(=O)Nc1nc(-c2ccccc2)cs1 (stereo not drawn)	u	-15%	x
CCOC(=O)C1=C(c2ccccc2)Nc2ncnn2C1c1ccc(O)cc1 (stereo not drawn)	-6%	1%	-1%
CC1(C)Cc2c(sc3ncn4c(=S)[nH]nc4c23)CO1	-22%	0%	1%
COC(=O)c1c(NC(=O)CN2C(=O)c3ccccc3C2=O)sc(Cc2ccc3c(c2)OCO3)c1C	-27%	-3%	-9%
Cc1[nH]n(-c2ccccc2)c(=O)c1N=Nc1cccc([N+](=O)[O-])c1	-6%	16%	-21%
Cc1cccc(C(C)C)c1NC(=O)C(C)OC(=O)Cc1n[nH]c(=O)c2ccccc12 (stereo not drawn)	-17%	5%	3%
C=CCOn1c(=O)c(-c2ccc(OCC)cc2)[n+]([O-])c2ccccc21	5%	5%	3%
COc1ccc(CCC(=O)NC2CC(=O)N(c3ccccc3)C2)cc1 (stereo not drawn)	-3%	6%	x
CCN=C(NCC)SC1CC(=O)N(c2ccccc2)C1=O (stereo not drawn)	-3%	-10%	-5%
CC(C)(C)OC(=O)N1CCC(c2c(C(=O)NCc3cccs3)cnn2-c2cccc(F)c2)CC1	u	2%	x
O=C(N/N=C/c1ccc(O)cc1)/C(=C/c1ccccc1)CCO	5%	1%	10%
COCC(=O)Nc1nc2ccc(S(C)(=O)=O)cc2s1	1%	2%	3%
CCc1ccccc1NC(=O)Cn1cc(C(=O)c2ccc(Cl)cc2)c(=O)c2ccc(C)nc21	1%	-13%	x
CCc1ccc(NC(=O)[C@H](C)NC(=O)C2CCN(C(=O)[C@@H](N)C(C)C)CC2)cc1	-1%	-8%	-6%
COc1ccc(CN2CCNC(=O)C2CC(=O)N2CCCCO2)c(OC)c1 (stereo not drawn)	5%	6%	13%
C=C1c2cc3c(cc2NC(=S)N1Cc1ccccc1)OCO3	16µM*	-11%	17%
CCOc1ccc2oc(=O)cc(CN3CCN(C(=O)c4ccc(F)cc4)CC3)c2c1	u	-16%	x

# Next records
canonical_smiles	TDP1 cell CPT	FEN1 inhibitor	N370S GC mod
COc1ccc(S(=O)(=O)NC(C)C(=O)Nc2ccccc2)cc1Cl (stereo not drawn)	1%	10%	-2%
O=C(c1ccccc1)N1CCN(C(=S)NCc2ccco2)CC1	17%	3%	-3%
O=C(NCc1ccccc1)C1Cc2ccccc2CN1C(=O)c1ccco1 (stereo not drawn)	-5%	-3%	-5%
CCN(CC)CCCNC(=O)CCn1nc(-c2ccc(Cl)cc2)ccc1=O	23%	3%	-12%
CC(=O)OCON[N+]([O-])=NC1CCCCC1	x	-19%	-12%
O=C(CN(C(=O)CCC(=O)Nc1ccccn1)c1cccc(F)c1)NCc1ccco1	1%	13%	-8%
COc1cc(CC(=O)N(C)CC(=O)Nc2ccc(Cl)c(C(F)(F)F)c2)cc(OC)c1OC	u	4%	-10%
O=C(c1ccc(=O)n(Cc2ccccc2)n1)N1CCN(C/C=C/c2ccccc2)CC1	18µM*	-3%	24%
Cc1cccc(Oc2ncnc3oc(-c4ccccc4)cc23)c1C	u	-5%	2%
CCc1cc2c(=O)n(Cc3ccco3)c(SCC(=O)N(C)C3CCS(=O)(=O)C3)nc2s1 (stereo not drawn)	-24%	0%	-9%
Cc1ccc(Nc2nc(CSc3nnc(-c4ccccc4C)n3C)cs2)cc1	u	-2%	11%
COc1ccc(N2Cc3cccc(C(=O)Nc4ccc(C(C)C)cc4)c3C2=O)cc1	-19%	9%	x
Cc1cccc(OCC(=O)N(Cc2ccco2)C2CCS(=O)(=O)C2)c1C (stereo not drawn)	-17%	27%	-5%
CCc1ccc(C(=O)NNC(=O)CC2OC(=O)c3ccccc32)cc1 (stereo not drawn)	5%	1%	-13%
O=C(OCc1cc(=O)n2cc(Br)ccc2n1)c1ccc(Cl)c(S(=O)(=O)NCc2ccccc2)c1	u	-5%	-2%
CCCCc1ccc(-n2nnnc2SCC(=O)Nc2cc(OC)c([N+](=O)[O-])cc2C)cc1	u	-4%	-24%
CN(C(=O)c1cn2ccccc2n1)c1c(N)n(Cc2ccccc2)c(=O)[nH]c1=O	-1%	-6%	-8%
CCOC(=O)CCCN1C(=O)CCn2nc(-c3cn(C)c4ccccc34)cc21	u	6%	x
O=[N+]([O-])c1ccc(Cl)c(S(=O)(=O)NC2=NCCC2)c1	-1%	-9%	-8%
CCOc1ccc(NC(=O)CN2C(=O)NC(C)(c3ccc4c(c3)OCCCO4)C2=O)cc1OCC (stereo not drawn)	-5%	9%	x
